IMPase inh = cell-permeable inhibitors of inositol monophosphatase (IMPase); P97697; CHO-M1 cells, IP1 accumulation, HTRF TR-FRET ratio; inhibition (IP1 accumulation), % at 46.1 µM; 120,000 tested, under 10 active; active = well fitted curve in the direction sought with a large enough effect in the signal ratio, not every such curve was filed as active; inconclusive = small, poorly fitted or top-dose-only effect, or a change in a side signal; inactive = no such curve, though single readings can be large or run the other way; the % refers to the signal ratio;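 also: cells stimulated with carbachol in lithium chloride buffer; plate controls were DMSO basal wells for no effect and reference inhibitor wells for full effect; higher means more IMPase inhibition seen as more IP1 and lower FRET ratio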
Target sequence (P97697 whole entry, looked up): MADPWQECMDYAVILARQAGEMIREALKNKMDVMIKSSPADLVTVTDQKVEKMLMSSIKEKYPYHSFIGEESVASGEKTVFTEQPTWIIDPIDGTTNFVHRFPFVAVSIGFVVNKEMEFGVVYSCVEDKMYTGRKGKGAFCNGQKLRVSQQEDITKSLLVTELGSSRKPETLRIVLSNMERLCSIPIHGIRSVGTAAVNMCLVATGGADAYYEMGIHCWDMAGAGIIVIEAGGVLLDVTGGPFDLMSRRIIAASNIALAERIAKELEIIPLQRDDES
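Seeded CHO-M1 cells were dosed with compound at up to 46 uM, stimulated with carbachol for 30 min, then lysed in IP-One detection reagents. Higher IP1 lowers the TR-FRET signal.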
ALOX15B inhib = 15-hLO-2 (ALOX15B) enzyme inhibition. O15296. purified 15hLO-2, xylenol orange hydroperoxide absorbance. Potency, µM (doses to about 57.1 µM), for inactives: top-dose activity change, negative = inhibition, actives largely listed as inhibitors. 0.56% of 110,000 active; also: potency is read from the fitted curve at half-maximal effect; nearly all actives have a fitted effect of over 60% in size; many of its hits are not listed in these tables
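Purified human 15hLO-2 (50 nM final) preincubated with compounds 15 min at room temperature in 25 mM Hepes pH 7.5, 0.01% Triton X-100, then 45 uM arachidonic acid added for 90 min; hydroperoxide detected via ferrous/xylenol orange, 573/405 nm absorbance ratio.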
ALOX12 inhib = inhibitors of human 12-lipoxygenase (ALOX12); purified 12-hLO, xylenol orange hydroperoxide absorbance; 0.12% of 150,000 active; Potency, µM (top dose mostly 57.1 µM), for inactives: top-dose activity change, negative = inhibition, actives largely listed as inhibitors; AID 1452; P18054; also: potency is read from the fitted curve at half-maximal effect; nearly all actives have a fitted effect of over 55% in size; many of its hits are not listed in these tables
Target sequence (P18054 whole entry, looked up): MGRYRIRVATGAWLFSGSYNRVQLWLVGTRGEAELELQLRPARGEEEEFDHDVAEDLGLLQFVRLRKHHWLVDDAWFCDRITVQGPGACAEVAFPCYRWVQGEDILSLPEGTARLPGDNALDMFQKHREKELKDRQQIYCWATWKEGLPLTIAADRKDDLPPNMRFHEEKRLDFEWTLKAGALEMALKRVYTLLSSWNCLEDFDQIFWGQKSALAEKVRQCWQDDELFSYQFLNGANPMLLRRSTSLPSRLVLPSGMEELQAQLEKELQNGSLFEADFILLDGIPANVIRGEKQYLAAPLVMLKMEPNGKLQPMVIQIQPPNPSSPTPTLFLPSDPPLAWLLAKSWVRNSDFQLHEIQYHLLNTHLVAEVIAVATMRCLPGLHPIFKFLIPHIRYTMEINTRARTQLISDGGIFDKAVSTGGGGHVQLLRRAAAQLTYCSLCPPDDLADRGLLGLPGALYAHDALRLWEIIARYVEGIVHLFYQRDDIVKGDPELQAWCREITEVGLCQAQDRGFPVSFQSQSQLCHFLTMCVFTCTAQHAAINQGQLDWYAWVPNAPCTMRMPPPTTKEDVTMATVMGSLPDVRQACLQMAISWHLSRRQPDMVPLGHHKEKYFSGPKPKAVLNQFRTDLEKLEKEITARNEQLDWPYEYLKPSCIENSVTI
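Xylenol orange chromogenic assay: hydroperoxide from 12hLO oxidises Fe(II), giving red-shifted Fe(III)-XO absorbance. Conditions: 150 nM enzyme, 40 uM arachidonic acid, 25 mM Hepes pH 7.0, 0.01% Triton X-100, 30 min, room temperature.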
PNC inhibitor = inhibitors of perinucleolar compartment assembly. activity change (PNC), negative = inhibition, % at 10 µM. 3.1% of 140,000 active. PC3M PTB-GFP, PNC prevalence imaging, 16 h; active compounds read low. AID 2417;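 active = readout at or below -70, meaning at least 70% loss of cells showing the perinucleolar compartment, a nuclear body marking cancer cells; inconclusive = readout between -30 and a set limit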;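 also: plate controls were DMSO wells for no effect and camptothecin positive control wells for full effect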
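Read-out is percentage of cells bearing a perinucleolar compartment, from automated 20x imaging of fixed, Hoechst-stained PC3M PTB-GFP cells. Cells were seeded 4 h, then exposed 16 h to compound (23 nl of library stock) in duplicate plates.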
* = called active by the depositor; ? = inconclusive; nt = not tested or not shown; & = joins results of further samples; [ ] = remark or other dose. Unless noted, calls follow the shape of the dose curve; as a rule, active = well fitted curve in the direction sought with a large enough effect; inconclusive = small, poorly fitted or top-dose-only effect, or another doubt; inactive = no such curve, though single readings can be large; an effect the other way counts as inactive or inconclusive. Unless noted, % is scaled to controls: 0 for no effect and ±100 for the full control effect. This is a subset, so the mix of outcomes need not match the whole.

Results follow in this order: IMPase inh	ALOX15B inhib	ALOX12 inhib	PNC inhibitor
- CCOCCCNC(=O)C(c1ccc(C)cc1)N1CCOCC1 (stereo not given)
→ -1	0%	11%	-13
- CCOP(=O)(CC(C(C)=O)C(O)c1ccccc1)OCC (stereo not given)
→ nt	nt	1%	23
- CCC1CCCCN1C(=O)CSc1nnc(-c2ccc3c(c2)OCCO3)o1 (stereo not given)
→ -11	0%	-5%	-107*
- O=C1N(c2cccc(Cl)c2)C(c2ccc(Cl)cc2)N2CCCN12 (stereo not given)
→ 15	nt	-14%	-14
- CCN(CC)S(=O)(=O)c1cc([N+](=O)[O-])ccc1NNC(=O)Nc1ccccc1
→ -2	1%	-18%	?
- CCOC(=O)c1c(N)sc(C(=O)N2CCCC2)c1C
→ 1	-2%	-2%	?
- S=c1[nH]nc(-c2ccco2)n1/N=C/C=C/c1ccco1
→ nt	nt	-1%	?
- COC(=O)c1ccccc1NC(=O)c1cc(-c2ccc(C)cc2)on1
→ -3	3%	-2%	-1
- Cc1nn(C(C)C(=O)N2CCCCC2)c(=O)c2c1sc1ccccc12 (stereo not given)
→ -7	-11%	-5%	17
- CCc1ccc(/C=C\C(=O)N2CCc3ccccc3C2)cc1
→ 0	20%	-7%	74
- O=C(Nc1ncc(Br)s1)C1CCCN1S(=O)(=O)c1cccc2cccnc12 (stereo not given)
→ 8	nt	-3%	41
- CNC(=O)c1ccc(-c2ccc(OC)cc2)s1
→ -10	7%	-5%	?
- O=C(CCn1c(=O)[nH]c2ccsc2c1=O)N1CCN(c2cccc(Cl)c2)CC1
→ 7	0%	-12%	10
- CCn1c(SCC(=O)N2CCc3ccccc3C2)nc2sc(C)c(C)c2c1=O
→ ?	nt	0%	?
- O=C(CN1CCc2ccccc2C1)NCc1ccco1
→ 2	-4%	2%	6
- CCC(=O)Nc1ccc(C(=O)N/N=C/c2cc(Br)c(OC)cc2OC)cc1
→ nt	nt	4%	?
- COc1cccc(-c2csc(N3CCN(C(=O)C4CCCCC4)CC3)n2)c1
→ 10	-3%	-5%	30
- O=C(COC(=O)c1ccccn1)NCCCc1ccccc1
→ -10	-5%	3%	-12
- Oc1ccccc1CNCc1ccccc1O
→ nt	-4%[11.4 µM]	-13%[11.4 µM]	nt
- O=C1c2ccccc2CCCC12N=NCC2c1cccc2ccccc12 (stereo not given)
→ 6	-6%	2%	-10
- Cc1onc(-c2ccncc2)c1C(=O)O
→ -4[9.22 µM]	-1%	-4%	13
- COc1cc(/C=N/NC(=O)Nc2cccc3nsnc23)cc(OC)c1OC
→ 3[1.84 µM]	-8%[11.4 µM]	-1%	?
- CC1CC(C)CN(S(=O)(=O)c2ccc(C(=O)Nc3nnc(-c4cccs4)o3)cc2)C1 (stereo not given)
→ 3	36%[activator]	2%	32
- CCn1c(CC(=O)Nc2ccc(C)c(Cl)c2)nnc1SCC(=O)Nc1nc(C)cs1
→ 2	-20%	-5%	?
- c1ccc(OCCCCn2cnc3ccccc32)cc1
→ 2	2%	-4%	?
- CC1CCCCC1NC(=O)C1CCN(S(=O)(=O)N2CCCCCC2)CC1 (stereo not given)
→ 1	-5%	6%	7
- CN1CCN(C(=O)C2CCN(S(=O)(=O)c3ccc4c(c3)oc(=O)n4C)CC2)CC1
→ -6	nt	-4%	6
- Cc1cccc(OCc2nnc(SCC(=O)NCCc3ccccc3)o2)c1
→ 0	0%	2%	-5
- O=C(Oc1ccc(N2C(=O)CCC2=O)cc1)c1ccccc1Cl
→ nt	nt	5%	?
- c1ccc(CCCNc2ncnc3nc[nH]c23)cc1
→ 5	nt	0%	?

In the list so far, these contain a furan ring, fused or not:
Results follow in this order: IMPase inh	ALOX15B inhib	ALOX12 inhib	PNC inhibitor
- S=c1[nH]nc(-c2ccco2)n1/N=C/C=C/c1ccco1
→ nt	nt	-1%	?
- O=C(CN1CCc2ccccc2C1)NCc1ccco1
→ 2	-4%	2%	6

Later entries
Results follow in this order: IMPase inh	ALOX15B inhib	ALOX12 inhib	PNC inhibitor
- COCCCNC(=O)/C(=C\c1cccn1C)NC(=O)c1cccs1
→ -1	nt	-1%	3
- Nc1c(C(=O)O)nnn1Cc1ccccc1
→ -4	-4%	3%	?
- O=C(c1ccc(Cl)c(F)c1F)N1CCOCC1
→ -1	-5%	7%	-21
- N#CC1(C#N)CC(C=O)=C(N)C1(C#N)CC(=O)c1ccc(F)cc1 (stereo not given)
→ 7	-16%	-27%	-7
- Cc1ccc(OCC(=O)Nc2ccc(F)cc2)cc1
→ 10	-3%	-11%	?
- O=C(CO/N=C/c1ccccc1O)N1CCc2ccccc21
→ nt	nt	0%	-20
- c1ccc(C2=NC(c3ccccc3)N=C(c3ccccc3)N2)cc1
→ 5	nt	0%	-15
- CCOC(=O)c1c(/N=C/N(C)C)sc2c1CCC2
→ nt	nt	-2%	3
- CCOc1ccccc1Nc1nc(N)nc(CSc2nncn2C)n1
→ -2	8%[2.29 µM]	7%	-24
- COc1ccc(/C(N)=N/OC(=O)Oc2ccccc2)cc1
→ 5	-1%	9%	14
- COc1ccc(C)cc1NS(=O)(=O)c1ccc(Br)s1
→ -2	5%	3%	?
- O=C1C2C3c4ccccc4C(c4ccccc43)C2C(=O)N1c1nc(-c2ccccc2)cs1 (stereo not given)
→ 1	-6%	4%	-10
- Cc1cc2c(C)c(C)c(=O)[nH]c2cc1N
→ -6	-2%	1%	-24
- CCCCOc1ccc(S(=O)(=O)n2c(C)nc3ccccc32)cc1
→ 0	3%	-3%	-25
- O=C1c2sc3nc4ccccc4n3c2C(=O)N1c1ccccc1Cl
→ -10	-22%	-12%	20
- COCCCNC(=O)c1cc(C(=O)c2c(-c3c(Cl)cccc3Cl)noc2C)c[nH]1
→ 10	-10%	-4%	9
- Cc1ccc(-c2nc3ccccc3[nH]2)cc1NC(=O)c1ccc2c(c1)OCO2
→ 2	26%	2%	?
- COc1cccc(OC)c1OCCCc1c(C)n[nH]c1C
→ 3	13%	-2%	-11
- Cc1ccc(OCC(=O)NCc2ccccn2)cc1
→ 0	0%	3%	35
- O=C(O)c1cc2cccc(S(=O)(=O)N3CCOCC3)c2cc1O
→ -10	-5%	-4%	17
- CC(=O)Nc1cc(N2C(=O)CCC2=O)ccc1Cl
→ nt	nt	-3%	-82*
- Cc1ccc(-c2noc(CCC(=O)NCCN3CCOCC3)n2)cc1
→ -6	4%	0%	0
- CCOC(=O)c1ccc(Oc2nc(NC)nc(SC)n2)cc1
→ -3	-10%	-6%	-15
- COc1ccc2nc(NC(=O)CSc3nc4ccccc4o3)sc2c1
→ ?	-13%	-4%	4
- CCCCCNC(=O)c1cc(S(=O)(=O)N2CCCC2)ccc1F
→ nt	nt	2%	-8
- CC(C)N1C(=O)CCC1C(=O)NCCc1ccc(Cl)cc1 (stereo not given)
→ nt	nt	-2%	63
- CC1CNCCN1S(=O)(=O)c1cccc2cnccc12 (stereo not given)
→ nt	nt	-6%	1
- COc1ccc(NC(=S)N2CCC(N(C)CC3CCCO3)CC2)cc1 (stereo not given)
→ nt	nt	-4%	51
- O=C(OCc1ccccc1)/C(=C/c1cccc2ccccc12)NC(=O)c1ccccc1
→ 4	nt	2%	-11
- N#Cc1ccc(-c2ccccc2)nc1SCCN1CCOCC1
→ nt	nt	-1%	24
- CC(C)(C)c1nc(SCC(=O)NCc2ccco2)c2ccccc2n1
→ -21	-4%	-2%	26
- Cc1ccc(-n2c(CCC(=O)O)ccc2-c2cccs2)cc1C
→ 0&-6	-16%	-10%	31
- O=C1CCCN1c1ccc(S(=O)(=O)N2CCC(c3ccccc3)CC2)cc1
→ 19	4%[2.29 µM]	-4%	?
- CCOc1ccc(CCNC(=O)c2cccc(N3CCCC3=O)c2)cc1OCC
→ 5	-2%	-1%	48
- COc1ccccc1-c1c(C)nn2c(NCCN3CCCC3)cc(C)nc12
→ 2	6%	7%	?
- O=S(=O)(NCCn1ccc2ccccc21)c1ccccc1
→ 0	-5%	-6%	10
- COc1cccc(OCC(O)CN2CCN(c3ccccn3)CC2)c1 (stereo not given)
→ nt	nt	3%	47
- O=C(/C=C/c1ccccc1)N1CCN(Cc2nc3ccccc3c(=O)[nH]2)CC1
→ 3	nt	4%	4
- Cc1ccc(-c2csc(SCC(=O)Nc3cc(C)on3)n2)cc1
→ 8	nt	4%	33
- CN=C(Nc1cc(C)nn1CCC#N)c1ccccc1
→ 14	3%	1%	2
- Cc1ccc(OCC(=O)Nc2ccc(N3CCOCC3)cc2)cc1
→ 0	0%	-7%	36
- COc1ccc(NC(=O)C2CCN(c3nnnn3-c3ccccc3)CC2)cc1
→ 12	0%	-1%	?
- COc1ccc(CCNC(=O)COC(=O)C23CC4CC(CC(Br)(C4)C2)C3)cc1
→ nt	nt	-3%	33
- CCCCNC(=O)Cn1nc([N+](=O)[O-])c([N+](=O)[O-])c1C
→ nt	nt	-4%	-9
- CC(C)=C1C2CCC1C1C(=O)N(NC(=O)COc3ccc(C(C)(C)C)cc3)C(=O)C21 (stereo not given)
→ -4	-11%	-9%	18
- Cc1cc(C)c(C#N)c(SCC(=O)CC(=O)OC(C)C)n1
→ 2	-4%	-7%	?
- O=C(c1ccncc1)N1CCC[C@@]2(CCN(Cc3cc(C(F)(F)F)cc(C(F)(F)F)c3)C2)C1
→ nt	33%[activator]	-1%	nt
- Cc1nc2sc3c(c2c(=O)n1/N=C/c1ccco1)CCCC3
→ -10	5%	1%	29
- CC(=O)NC(=S)Nc1ccccc1C(=O)NC1CCCCC1
→ nt	nt	-2%	5
- Clc1ccc(-c2nnc3sc(Cc4cccs4)nn23)c(Cl)c1
→ 2	-14%	-20%	26
- O=C(COC(=O)CNS(=O)(=O)c1ccc(F)c(F)c1F)Nc1ccc(OC(F)F)cc1
→ nt	nt	-5%	?
- CCOc1ccc(C(C)NC(=O)c2cccc(F)c2)cc1 (stereo not given)
→ nt	nt	-2%	20
- O=C(NCCc1ccccc1)C1CCN(S(=O)(=O)N2CCCC2)CC1
→ -5	-3%	10%	0
- CC(=O)c1cc(-c2ccccc2)[nH]c1N1CCCC1
→ 8	-3%	-3%	-23
- CCOc1cccc(C(=O)NNC(=O)CCC(=O)O)c1
→ nt	nt	0%	9
- CC(C)CCN1CC(C(=O)N2CCN(c3ccc(F)cc3)CC2)CC1=O (stereo not given)
→ -1	1%	-2%	4
- COc1ccc(C(CNC(=O)c2cc3ccccc3cc2OC)N2CCCC2)cc1 (stereo not given)
→ -4	36%[activator]	9%	25
- CCCSc1nc(O)c(C2OC(=O)c3c2ccc(OC)c3OC)c(=O)n1C (stereo not given)
→ 17	4%	-7%	-12
- COc1ccc(OC)c(CNCCNC(=O)c2ccco2)c1
→ -3	-4%	-8%	-13
- N/C(=N\OC(=O)c1cccc(Cl)c1)c1cccnc1
→ 10	1%	-11%	0

(cont.)
Results follow in this order: IMPase inh	ALOX15B inhib	ALOX12 inhib	PNC inhibitor
- CCOC(=O)c1sc2nc(NC(=O)COc3ccccc3)sc2c1C
→ -8	-6%	4%	49
- CC(C)Cc1nc(N2CCC(C(N)=O)CC2)c2nnn(Cc3ccccc3)c2n1
→ -2	-7%	0%	-7
- O=C1C2CCCN2C(c2cccc(Br)c2)N1c1ccc(F)cc1 (stereo not given)
→ 7	1%	0%	-12
- CCOC(=O)N1CCN(c2c(-c3ccc(C(C)C)cc3)c(=O)c2=O)CC1
→ 3	-29%	?	2

Screening data as filed in PubChem.
